Assay outcomes from PubChem.
M17LAP inhibition: P. falciparum M17LAP inhibitors, primary screen, biochemical, fluorogenic H-Leu-NHMec substrate, 1536-well (AID 1619); inhibition, % at 30 µM; hits with a dose series show IC50 in µM; 220,000 tested, 0.38% active; recombinant M17LAP, H-Leu-NHMec fluorogenic kinetic assay; higher % means a stronger effect;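 active means compound inhibiting the enzyme by more than half at any dose during confirmatory dose-response retesting; inconclusive means strong single-dose inhibitors picked by rank but not retested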;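 further: plate controls were full reaction with DMSO carrier for no effect and no enzyme background for full effect; strong numbers were not always called active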
Yfh1-off respiration: enhancers of respiration in Yfh1-depleted yeast, dose response, Friedreich's ataxia, plus single-dose screen (AID 1465); S. cerevisiae Yfh1-off respiration, WST-1 reduction, 72 h; higher fold induction means a stronger effect; one-dose fold induction at 50 µM; EC50 in µM for titrated hits; 220,000 tested, 0.074% active;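 active means fold induction of absorbance versus untreated yeast above a set limit, then at least 30% activation at any dose in follow-up; inconclusive means repeats straddling the limit, or above it without dose testing; inactive means fold induction below the set limit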;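 further: activators that raise dye reduction in frataxin-depleted yeast; strong numbers were not always called active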
PMI inhibition: human PMI inhibitors, high substrate, primary screen, biochemical, fluorescence intensity, high mannose 6-phosphate (AID 1220); recombinant PMI enzyme, coupled fluorescence intensity; higher % means a stronger effect; inhibition, % at 20 µM; hits with a dose series show IC50 in µM; 190,000 tested, 0.66% active
WT yeast gro inh: growth inhibition of WT yeast, mitochondrial fusion screen; mitochondrial fusion phenotypic screen, WT strain; inhibition, % at 10 µM; 190,000 tested, 2.1% active; in the data active means inhibition above about 58%; tested in S. cerevisiae
LYP phosphatase: PTPN22 lymphoid phosphatase activity blockers – biochemical, fluorescence intensity, uHTS (AID 1779); recombinant LYP phosphatase, fluorescence intensity; higher % means a stronger effect; one-dose inhibition, % at 11.5 µM; IC50 in µM for titrated hits; 290,000 tested, 0.054% active;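 further: plate controls were vehicle with enzyme for no effect and no enzyme for full effect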
TNAP activation fold: stimulation of alkaline phosphatase TNAP activity – biochemical, luminescent, no phosphate acceptor, uHTS, primary screen (AID 1001); purified TNAP, luminescent activation assay, no phosphate acceptor; higher activation fold means a stronger effect; activation fold at 20 µM, or EC50 in µM where a hit was titrated; 200,000 tested, 0.03% active; in the data active means activation fold from about 3, or a potency from the dose series; inactive means the rest, 99 in 100 with activation fold below about 1.6; further: many of its hits are not listed in these tables
XIAP displacement: XIAP antagonists, biochemical, IAP family, fluorescence polarization (AID 1018) | XIAP BIR domain, fluorescence polarization peptide displacement; higher % means a stronger effect | one-dose displacement, % at 20 µM; IC50 in µM for titrated hits | 200,000 tested, 0.007% active; in the data active means displacement above about 50%; further: a part of the inactive calls stands beside numbers as strong as those of hits
human PMI inhibition: inhibitors of human PMI, primary screen, biochemical, fluorescence intensity, coupled assay (AID 1209); one-dose inhibition, % at 20 µM; IC50 in µM for titrated hits; 190,000 tested, 0.42% active; purified PMI enzyme, coupled fluorescence intensity; higher % means a stronger effect;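 further: plate controls were DMSO vehicle for no effect and wells lacking substrate for full effect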
P. falciparum M1AAP: malaria alanyl aminopeptidase activity blockers – biochemical, fluorogenic H-Leu-NHMec substrate, 1536-well (AID 1445); recombinant M1AAP, H-Leu-NHMec fluorogenic kinetic assay; higher % means a stronger effect; inhibition, % at 30 µM; hits with a dose series show IC50 in µM; 220,000 tested, 0.42% active;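 active means primary inhibition above the hit cutoff, then over 50% inhibition at one or more dose response concentrations, cut at about 23% in these data, passing the limit was not always enough; inconclusive means conflicting primary data, or primary hits not chosen for dose response; inactive means low primary inhibition, or under 50% at every dose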;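 further: plate controls were DMSO full reaction for no effect and no enzyme background for full effect; strong numbers were not always called active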
WT yeast gro inh mutant strain: also measured in WT yeast gro inh; calls as there; inhibition, %; mitochondrial fusion phenotypic screen, mutant strain inhibition
* hit, by the source's call; i = inactive; u = inconclusive; x = not tested or not shown. Unless noted, no stated cut-off is given here; in the data, active means inhibition above about 50%; inactive means the rest.

SMILES	M17LAP inhibition	Yfh1-off respiration	PMI inhibition	WT yeast gro inh	WT yeast gro inh mutant strain	LYP phosphatase	TNAP activation fold	XIAP displacement	human PMI inhibition	P. falciparum M1AAP
CCN(CC)C(=O)Cn1cc(C(=O)C(=O)NCC2COc3ccccc3O2)c2ccccc21 (stereo not given)	19%	x	-2%	-9	-7	-5%	1	-4.2%	1%	6%
CC1(C)CC(=O)C(N=Nc2cccnc2)=C(O)C1	3%	i	x	x	x	-5%	x	x	x	4%
Cc1ccnc(Sc2nc3c(c(=O)[nH]c(=O)n3C)n2CCCc2ccccc2)n1	-5%	i	12%	1	0	1%	1.1	-1.3%	7%	0%
O=C(Oc1cccc(NC2=NS(=O)(=O)c3ccccc32)c1)c1cccnc1	-3%	i	21%	-4	-2	-4%	1.1	3.8%	13%	23%
CCCCC(=O)N1CCCC(C(=O)OCC)C1 (stereo not given)	0%	i	-10%	-13	-28	2%	1	-6.5%	-3%	3%
Cc1ccc2nc(NC(=O)CSc3ncnc4c3oc3ccccc34)sc2c1	-2%	x	-6%	1	-8	-9%	0.8	-7.7%	-6%	-5%
COc1ccc(OC)c(NC2c3ncccc3C(=O)N2Cc2ccco2)c1 (stereo not given)	9%	i	45%	-6	-5	-1%	1.1	-5.5%	25%	2%
O=C(O)/C(=C\c1ccco1)NC(=O)c1ccccc1	18%	i	-1%	0	-13	-6%	1	-10%	4%	2%
O=C1NC(Cc2c[nH]c3ccccc23)C(=O)N1c1ccc(F)cc1 (stereo not given)	16%	i	5%	2	5	1%	1.1	0.8%	12%	-1%
CCCCn1nnnc1NCc1cc(OC)c(OC)c(OC)c1	3%	i	-2%	10	3	-11%	1.1	-0.5%	-5%	-1%
COCCCNC(=O)c1ccc(CS(=O)(=O)Cc2cccc(C)c2)o1	4%	x	0%	x	x	-3%	1.1	-5.2%	1%	2%
Cc1nc2ccccc2c2oc(C(=O)NCc3ccc4c(c3)OCO4)cc12	-3%	i	8%	9	-6	-9%	1	-4.6%	8%	0%
COC(=O)c1ccc(S(=O)(=O)N2Cc3ccccc3C2)cc1	6%	i	-10%	8	-14	-4%	1.1	-6.3%	-11%	-15%
CCC(Oc1ccccc1)C(=O)Nc1ccc(S(=O)(=O)NCC2CCCO2)cc1 (stereo not given)	1%	i	8%	x	x	-1%	1.1	3.9%	2%	15%
O=C(c1ccccc1)c1c[nH]c(C(=O)NCCCN2CCOCC2)c1	10%	i	-11%	-34	-14	-4%	1	-2.8%	-16%	-3%

In the list so far, these have an aryl thioether with sulfur outside any ring.
SMILES	M17LAP inhibition	Yfh1-off respiration	PMI inhibition	WT yeast gro inh	WT yeast gro inh mutant strain	LYP phosphatase	TNAP activation fold	XIAP displacement	human PMI inhibition	P. falciparum M1AAP
Cc1ccnc(Sc2nc3c(c(=O)[nH]c(=O)n3C)n2CCCc2ccccc2)n1	-5%	i	12%	1	0	1%	1.1	-1.3%	7%	0%
Cc1ccc2nc(NC(=O)CSc3ncnc4c3oc3ccccc34)sc2c1	-2%	x	-6%	1	-8	-9%	0.8	-7.7%	-6%	-5%

(continued)
SMILES	M17LAP inhibition	Yfh1-off respiration	PMI inhibition	WT yeast gro inh	WT yeast gro inh mutant strain	LYP phosphatase	TNAP activation fold	XIAP displacement	human PMI inhibition	P. falciparum M1AAP
CC1(C(=O)N2CC3(CC(c4cccc(NC(=O)CC(c5ccccc5)c5ccccc5)c4)=NO3)C[C@@H]2C(N)=O)CC1 (stereo not given in full)	2%	i	x	x	x	-2%	x	x	x	2%
CSc1ccc(/C=N/NC(=O)c2cccs2)cc1	10%	i	x	x	x	-1%	x	x	x	0%
Cc1cccc(C(=O)NCCNc2nc3cc(C)c(C)cc3cc2C)c1	-4%	i	12%	42	35	-10%	1	-0.1%	19%	-2%
CN(C)S(=O)(=O)N(CC(=O)Nc1cccc(F)c1)c1ccccc1	-5%	i	0%	5	7	-12%	1.1	-2.0%	8%	2%
CC(=O)C1CCN(Cc2ccccc2)CC1	-4%	i	5%	-3	-11	-3%	1.2	-2.7%	2%	1%
COc1ccc(S(=O)(=O)n2nc(OC(=O)c3ccco3)cc2N)cc1	4%	i	8%	-2	5	-3%	1	-20%	12%	u
CC(C)(C)c1ccc(-c2nnc(SCC(=O)NC3CCS(=O)(=O)C3)n2N)cc1 (stereo not given)	1%	i	10%	-23	-10	-6%	1.1	-7.6%	12%	4%
CC(=O)c1cc(CN2C(=O)c3ccccc3C2=O)cs1	9%	i	14%	-4	-16	-5%	1	-0.3%	6%	2%
CC1=CC(C)(C)n2c(O)c(N=NC(N)=S)c3c(C)c(C)cc1c32	-1%	i	x	x	x	-1%	x	x	x	-2%
COc1cccc(NC(=S)N(CCCN2CCCC(C)C2)Cc2cccs2)c1 (stereo not given)	0%	i	-4%	-1	9	0%	1.2	-1.1%	-4%	5%
O=C(CSc1nc2ccccc2n1S(=O)(=O)c1cccc([N+](=O)[O-])c1)NCCc1ccccc1	10%	i	-10%	-1	-9	-3%	1	-3.5%	-9%	0%
Cc1cc(C(=O)CSc2nc3ccccc3[nH]2)c(C)n1C	6%	i	-1%	3	4	-2%	1.1	-5.7%	2%	3%
CCn1c(SCC(=O)NC(=O)NCc2ccco2)nnc1-c1cccs1	5%	i	1%	-29	-1	-6%	1.1	-0.7%	4%	6%
Cc1c(-c2cc(C(=O)O)c3ccccc3n2)cnn1C	1%	i	-16%	-15	-13	-11%	1	1.4%	-13%	1%
CCOC(=O)C1C2C=CC3(CN(c4ccc(Cl)c(F)c4)C(=O)C13)O2 (stereo not given)	3%	i	1%	-23	-16	-9%	1.1	-8.6%	-1%	7%
C/C(=N\NC(=O)C(N)=O)c1ccc(O)cc1O	14%	i	-25%	-7	6	-1%	1.1	-3.6%	-17%	4%
COc1ccc(OC)c(C2C3=C(CCCC3=O)NC3=C2C(=O)CCC3)c1	-1%	i	-5%	3	10	-6%	1.1	-4.6%	-1%	12%
CSc1oc(-c2ccccc2)nc1C(N)=O	14%	i	x	-2	-11	x	x	x	x	20%
Cc1c(C(=O)NCCCN2CCOCC2)oc2c1C1(CCC2)SCCS1	-2%	i	21%	-17	-18	-2%	1	-2.6%	9%	-1%
O=S(=O)(Nc1nc2ccccc2nc1Cl)c1ccc(Cl)cc1	18%	i	-3%	-15	9	0%	1	-4.5%	-21%	5%
O=C(Nc1ccccc1-c1ccccc1)c1ccco1	3%	i	12%	10	22	-5%	1	-0.6%	4%	8%
O=C(CCC(=O)c1cccs1)NCc1ccccc1	9%	i	-18%	-7	2	-8%	1	-4.9%	-19%	4%
COCCNC(=O)c1c(N)n(CCCn2ccnc2)c2nc3ccccc3nc12	i	i	42%	11	5	-3%	1.1	-3.7%	11%	16%
COC(CNC(=O)c1c[nH]c2ccc(S(=O)(=O)N3CCC4(CC3)OCCO4)cc2c1=O)OC	-5%	i	10%	4	13	-3%	1.1	-4.0%	4%	1%
CCOC(=O)c1c(-c2ccccc2)oc2ccc(O)c(CN3CCN(C)CC3)c12	6%	i	-27%	40	32	-3%	1	-5.2%	-26%	-6%
NC1=NC2(CCCCC2)N=C(Nc2ccc(F)cc2F)N1	-5%	i	-1%	9	10	-4%	1.2	2.0%	0%	-1%
COC(=O)c1ccc(NC(=O)CN2CCC(NC(=O)c3ccco3)CC2)cc1	0%	i	-4%	-9	8	2%	1.1	-2.0%	-6%	5%
O=C(Nc1cccc2c1CCCC2)C1CCCN(S(=O)(=O)c2cccc3nonc23)C1 (stereo not given)	-16%	i	5%	-9	0	-5%	1.1	4.6%	9%	9%
CC1(C)CC(=O)C2=C(C1)N1C(=C(C#N)C2c2ccccc2Cl)N=C(N)c2ccccc21 (stereo not given)	-3%	i	14%	4	-9	1%	1	-5.4%	10%	3%
Cc1cccc(C2=NC(C(F)(F)F)(C(F)(F)F)c3c(n(-c4ccc(F)cc4)c(=O)[nH]c3=O)N2)c1	-1%	i	-9%	-1	-32	-12%	1	-6.1%	-15%	12%

Only human PMI inhibition and PMI inhibition (4 entries from above):
SMILES,human PMI inhibition,PMI inhibition
COC(CNC(=O)c1c[nH]c2ccc(S(=O)(=O)N3CCC4(CC3)OCCO4)cc2c1=O)OC,4%,10%
CCOC(=O)c1c(-c2ccccc2)oc2ccc(O)c(CN3CCN(C)CC3)c12,-26%,-27%
NC1=NC2(CCCCC2)N=C(Nc2ccc(F)cc2F)N1,0%,-1%
COC(=O)c1ccc(NC(=O)CN2CCC(NC(=O)c3ccco3)CC2)cc1,-6%,-4%

(cont.)
SMILES	M17LAP inhibition	Yfh1-off respiration	PMI inhibition	WT yeast gro inh	WT yeast gro inh mutant strain	LYP phosphatase	TNAP activation fold	XIAP displacement	human PMI inhibition	P. falciparum M1AAP
Nc1cc(Nc2ccc(Br)cc2)nc(N)n1	9%	i	x	x	x	-10%	x	x	x	3%
COc1ccc(S(=O)(=O)NCC2CCC(C(=O)NCc3ccco3)CC2)cc1 (stereo not given)	-7%	i	-3%	3	7	-6%	1.1	-1.3%	-4%	0%
COc1ccccc1CC(=O)NC1CC(C)(C)NC(C)(C)C1	-1%	x	4%	6	7	-15%	1	-8.4%	6%	-1%
CCOCCCNC(=S)N1CCN(C(=O)C(=O)Nc2ccc(C(=O)OC)cc2)CC1	0%	i	-7%	-6	3	-4%	1.2	1.7%	4%	-2%
CCOC(=O)Nc1sc(NS(=O)(=O)c2ccccc2)nc1C	23%	i	1%	4	-1	-9%	1.1	-7.9%	1%	10%
O=C(OCCN1C(=O)c2ccccc2C1=O)c1ccco1	15%	i	-3%	-21	0	-10%	1.1	-4.8%	3%	-1%
O=C(/C=C/c1ccccc1)N1CCN(c2ccc([N+](=O)[O-])c(N3CCOCC3)c2)CC1	6%	i	13%	9	9	-5%	0.9	-3.9%	15%	15%
O=C(NC1CC2CCCC(C1)N2S(=O)(=O)c1ccccc1)C1CCCCC1 (stereo not given)	5%	i	4%	-10	-25	-1%	1	-4.8%	8%	9%
CC1(C)Cc2c(sc(/N=C/N3CCCCCC3)c2C#N)C(C)(C)N1	1%	i	-4%	-3	10	-3%	0.9	-9.6%	-11%	8%

Some of these compounds in order of number of heavy atoms, smallest number first.
SMILES	M17LAP inhibition	Yfh1-off respiration	PMI inhibition	WT yeast gro inh	WT yeast gro inh mutant strain	LYP phosphatase	TNAP activation fold	XIAP displacement	human PMI inhibition	P. falciparum M1AAP
O=C(OCCN1C(=O)c2ccccc2C1=O)c1ccco1	15%	i	-3%	-21	0	-10%	1.1	-4.8%	3%	-1%
CC1(C)Cc2c(sc(/N=C/N3CCCCCC3)c2C#N)C(C)(C)N1	1%	i	-4%	-3	10	-3%	0.9	-9.6%	-11%	8%
O=C(/C=C/c1ccccc1)N1CCN(c2ccc([N+](=O)[O-])c(N3CCOCC3)c2)CC1	6%	i	13%	9	9	-5%	0.9	-3.9%	15%	15%

Random draw from the library. Share with any hit: about 3.7%.
